ZTA DNA inh: ZTA (EBV) inhibition in EBNA-1 counter-screen; ZTA-DNA binding, fluorescence polarization; AID 2234; inhibition, % at 11 µM; 0.15% of 320,000 active; P03206; in the data active = inhibition above about 33%
AHR activator: AHR activators, primary screen, cell-based, luminescence, luciferase reporter, human; activation, % at 5 µM; 2.5% of 320,000 active; Aryl hydrocarbon receptor (Homo sapiens), P35869; AHR-responsive luciferase reporter cells; in the data active = activation above about 47%;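 note: 0% = vehicle wells and 100% = reference agonist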
RPL19A-GFP yeast: RPL19A-GFP expression modulators in yeast, primary screen, cell-based, S. cerevisiae, multiplex flow cytometry, MLPCN; percent response vs DMSO, % at 10 µM; S. cerevisiae RPL19A-GFP strain, 3 h; hits give low values; 0.3% of 330,000 active;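 active = percent response vs DMSO below 50%; inconclusive = fewer than 70 events counted for the yeast strain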;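 note: median channel GFP fluorescence of the barcoded RPL19A-GFP strain; ratio of sample median GFP to plate DMSO average so 100% = DMSO; lower means less RPL19A-GFP as with rapamycin TOR inhibition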
proCasp7 act: procaspase-7 activators, primary screen, counter-screen for procaspase-3 activator project, biochemical, absorbance, HTS, human; Caspase-7 (Homo sapiens), P55210; recombinant procaspase-7, Ac-DEVD-pNA absorbance 405 nm; D23A/D198A/D206A triple mutant, cannot self-cleave; scale: DMSO 0, 5 µM enzyme 100; activation, % at 8.5 µM; 0.093% of 330,000 active;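 active = percent activation above the screen-wide mean plus 3 SD, cut at about 25% in these data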
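Detection: p-Nitroaniline absorbance at 405 nm, read at 0 and 120 min; system: Uncleavable procaspase-7 mutant enzyme; evaluation: % activation from two-timepoint absorbance difference, scaled to controls; times: 1 h enzyme–compound preincubation and 2 h substrate reaction, both 25 °C; buffer or medium: Zinc-free HEPES pH 7.4 with 300 mM NaCl, 0.01% Triton X-100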
EBNA-1 inhibitor: EBNA-1 DNA-binding inhibitors, primary screen, biochemical, fluorescence polarization. inhibition, % at 14.8 µM. 0.34% of 300,000 active; in the data active = inhibition above about 28%
LAP4 TOR yeast: modulators of LAP4-GFP expression in yeast, primary screen, S. cerevisiae, multiplex flow cytometry, MLPCN library. 3 h; median GFP as percent of DMSO wells. GFP response vs DMSO, % at 10 µM. 0.34% of 320,000 active;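 active = GFP response vs DMSO above a set limit, about the screen mean plus 3 SD, cut at about 150% in these data; inconclusive = under 70 cell events counted for the yeast strain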
procasp3 activ: activators of human procaspase-3 D3A mutant, primary screen, biochemical, absorbance, PC-3 D3A mutant, single concentration | recombinant procaspase-3 D3A, Ac-DEVD-pNA absorbance 405 nm | activation, % at 8.5 µM | 0.11% of 330,000 active | AID 463141, 2010;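 active = activation above the mean of all tested compounds plus 3 SD, cut at about 21% in these data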;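 note: 0% = DMSO alone and 100% = DMSO wells spiked with extra 5 µM PC-3 D3A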
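Compound: 8.5 µM single point, 0.8% DMSO / Material: Autoprocessing-dead procaspase-3 D3A mutant enzyme / Timing: 1 h preincubation plus 2 h reaction at 25 °C / Medium: Zinc-free HEPES/NaCl buffer with 0.01% Triton X-100 at pH 7.4 / Technique: 405 nm absorbance of p-nitroaniline, reads at 0 and 120 min / Repeats: one well per compound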
MEP2-GFP yeast: modulators of MEP2-GFP levels in yeast, primary screen, S. cerevisiae, multiplex flow cytometry, MLPCN library | S. cerevisiae MEP2-GFP strain, 3 h; 100% = DMSO control level | GFP response vs DMSO, % at 10 µM | 0.51% of 330,000 active;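 active = GFP response versus DMSO above a set limit, roughly screen mean plus 3 SD, cut at about 180% in these data; inconclusive = fewer than 70 cells counted for a yeast strain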;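 note: median GFP fluorescence of the barcode-gated MEP2-GFP cells per well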
The depositor's hits bear a star; ? = inconclusive; / = not tested or not shown.

SMILES	ZTA DNA inh	AHR activator	RPL19A-GFP yeast	proCasp7 act	EBNA-1 inhibitor	LAP4 TOR yeast	procasp3 activ	MEP2-GFP yeast
Cc1nn(C)c(C)c1CN(C(=O)CCc1nnc(Cc2c[nH]c3ccccc23)o1)C(C)C	-16	13	87	7	-9	81	-2	89
COc1ccc(C(=O)Nc2cccc(S(=O)(=O)NC3=NCCC3)c2)cc1OC	/	4	95	-6	/	90	-2	93
CCN1CCCc2cc(CN(CCN3CCOCC3)C(=S)Nc3ccc(OC)cc3)ccc21	-12	1	96	-16	-12	99	-4	95
COc1ccc(C(CNC(=O)C2CC(=O)N(Cc3ccc(C)cc3)C2)N(C)C)cc1 (stereo unspecified)	0	5	101	14	10	100	5	102
C[n+]1ccc(C(=O)Nc2ccccc2Cl)cc1	-5	-2	99	8	4	89	-2	102
COc1cc(NC(=O)CN2CCC(C)CC2)c(C)cc1[N+](=O)[O-]	4	12	109	1	-6	109	1	107
CC(=O)c1cccc(NS(=O)(=O)c2c(C(=O)N3CCOCC3)c(C)n(C)c2C)c1	8	1	99	5	7	98	0	105
CCN(C(=O)CN1C(=O)/C(=C/c2ccccc2)SC1=S)C1CCS(=O)(=O)C1 (stereo unspecified)	4	1	98	-15	-5	99	2	114
COc1ccc(C(=O)CC2OC(=O)c3ccccc32)cc1OC (stereo unspecified)	-6	4	98	3	1	91	1	98
COc1cccc(-c2nn(C)c3sc(C(=O)NCc4ccco4)cc23)c1	2	95*	100	-3	2	99	1	102
COc1ccc(C2C(C#N)=C(N)N(N(C)C)C3=C2C(=O)CC(C)(C)C3)cc1OC (stereo unspecified)	-19	0	92	9	-2	96	-6	98
CS(=O)(=O)N1N=C(c2ccco2)CC1c1ccccc1Cl (stereo unspecified)	0	-1	101	-11	8	110	-3	99
COc1cccc(CN(CC(=O)NCc2ccc(F)cc2)C(=O)c2ccco2)c1	2	1	104	11	-3	100	12	107
COCC(C)n1c(COc2ccccc2F)nnc1SCc1c(C)noc1C (stereo unspecified)	-21	2	94	1	-5	105	0	89
COCCCNC(=O)Cn1c(=O)n(CCCCCC(=O)NCc2ccc3c(c2)OCO3)c(=O)c2sccc21	-3	1	98	9	-5	100	4	95
O=C(NC(=S)Nc1ccc(N2CCCC2)cc1)c1ccc(F)cc1	4	5	100	-8	-1	115	-13	105
O=S(NCc1ccccc1)C12CC3CC(CC(C3)C1)C2 (stereo unspecified)	12	-1	99	-5	3	102	-11	96
COc1ccc(-n2c(CCC(=O)O)ccc2-c2ccccc2)cc1	0	8	99	-11	-5	113	-8	97
COc1ccc(-c2cc(C(=O)Nc3ccc(C(N)=O)cc3)c3ccccc3n2)cc1	7	28	106	11	-7	103	-1	108
CN(CC(=O)Nc1ccc(F)cc1)C(=O)c1cc2c(s1)CCCCC2	-2	-2	101	7	4	106	3	104
COc1cc2c(cc1OC)/C(=C/C(=O)c1ccccc1)NCC2	-6	14	103	8	8	106	6	106
CCOc1ccc(-c2cccc(NC(=O)c3cccs3)c2)nn1	10	33	101	6	2	114	1	99
CC(=O)c1sc2c(c1N)c(=O)[nH]c(=O)n2-c1ccccc1	-5	-1	111	2	-1	98	-1	94
Oc1ccc(Cl)cc1N=Nc1ccccc1	5	-1	99	16	-2	106	1	127
COc1cc(OC)cc(-c2c(C#Cc3ccsc3)c3cc(-c4cccc5[nH]ccc45)ccc3n2C)c1	11	6	102	5	/	101	2	91

Marked active in AHR activator (from the list above):
Compound | AHR activator | RPL19A-GFP yeast | EBNA-1 inhibitor | LAP4 TOR yeast | procasp3 activ | MEP2-GFP yeast
COc1cccc(-c2nn(C)c3sc(C(=O)NCc4ccco4)cc23)c1 | 95* | 100 | 2 | 99 | 1 | 102

Next entries.
SMILES	ZTA DNA inh	AHR activator	RPL19A-GFP yeast	proCasp7 act	EBNA-1 inhibitor	LAP4 TOR yeast	procasp3 activ	MEP2-GFP yeast
COc1ccc(O)c(C(=O)c2cnc3nc4ccccc4n3c2)c1	-16	11	98	8	-9	102	-12	98
O=C(O)/C=C/C(=O)Nc1ccc(OC(F)(F)F)cc1	2	0	98	-5	10	110	0	95
O=C(NCc1cccnc1)c1ccc(COc2ccccc2Cl)o1	4	10	99	5	6	96	11	102
c1ccc(COCCCn2cc(-c3ccccc3)nn2)cc1	-7	-1	97	-4	5	93	4	93
O=C(NCc1ccccc1)C(=O)Nc1cccc(C(=O)O)c1	-13	-7	96	-3	-5	106	15	95
COc1cccc(NC(=O)COC(=O)CNC(=O)C2CCCCC2)c1	-1	-1	107	18	/	105	-2	99
COc1cc(NC(=O)CN2CCC(C(N)=O)(N3CCCCC3)CC2)c(OC)cc1Cl	-8	3	106	1	8	101	2	101
N#CC1=C(N)C(C#N)(C#N)[C@H](c2cccnc2)[C@H]2CN(C(=O)OCc3ccccc3)CC=C12	18	0	100	-21	0	93	-10	101
O=C(Cn1cc([N+](=O)[O-])cn1)Nc1ccccn1	2	3	97	-1	-4	93	-4	92
C/C(=N\NC(=O)CN1CCN(Cc2ccc(C)cc2)CC1)c1ccncc1	-9	-1	105	1	0	96	-5	101
COc1nc(N)c(S(=O)(=O)c2ccccc2C)cc1C#N	11	-2	100	13	1	96	11	84
Cc1c(OCC(F)(F)F)ccnc1CS(=O)c1nc2ccccc2[nH]1 (stereo unspecified)	10	27	101	-20	-7	158*	-21	94
COc1cc(C(=O)Nc2nccs2)ccc1OCc1c(C)noc1C	-2	17	102	-3	-12	102	-4	107
CCN1CCN(C(=O)Nc2ccccc2OC)CC1	-7	1	95	-14	-7	91	0	93
O=C(CNCc1ccc(F)cc1)Nc1ccc(C(=O)N2CCCCC2)cc1	3	2	102	3	5	99	7	94
COc1cc(C(=O)NCc2ccc(OCCN(C)C)cc2)cc(OC)c1OC	-6	1	96	-17	0	96	6	99
COc1ccc(Nc2nc(N)nc(CSc3nncn3C)n2)cc1	-1	10	105	11	3	106	4	125
COC(=O)/C(=C1/Oc2cc3c(cc2S1)OCO3)C(F)(F)F	2	3	96	4	0	91	0	99
CCN(CC)CCn1c(=N)n(CC(O)COc2ccccc2)c2ccccc21 (stereo unspecified)	-16	1	98	3	-7	103	-4	101
Cc1ccc(S(=O)(=O)N2CCN(S(=O)(=O)N3CCCCC3)CC2)cc1	15	-2	100	-2	-4	102	1	105
C/C=C(\C)C(=O)NCCN1C2=NC[C@H](Cc3ccc(O)cc3)N2C[C@@H]1Cc1ccc(OC)cc1	-29	-1	/	2	-3	/	0	/
CCOCCCNC(=O)CN1C(=O)COc2ccc(S(=O)(=O)N3CCCCCC3)cc21	-20	-3	103	-10	-12	91	4	104
O=C(CCN1C(=O)c2ccccc2S1(=O)=O)N1CCN(c2ccccc2)CC1	-5	0	95	11	5	99	10	95
Cc1coc2c(O)cc3c(c12)OC1(N2CCCCC2)C(=O)NCCCC31 (stereo unspecified)	-6	7	93	-2	-1	87	-10	99
CCOc1cccc(OCCn2cnc3ccccc3c2=O)c1	9	7	102	-3	0	92	-2	86

Record cards, from the list above:
Cc1coc2c(O)cc3c(c12)OC1(N2CCCCC2)C(=O)NCCCC31 (stereo unspecified) is listed with ZTA DNA inh = -6; AHR activator = 7; RPL19A-GFP yeast = 93; proCasp7 act = -2; EBNA-1 inhibitor = -1; LAP4 TOR yeast = 87; procasp3 activ = -10; MEP2-GFP yeast = 99
COc1ccc(-c2cc(C(=O)Nc3ccc(C(N)=O)cc3)c3ccccc3n2)cc1 is listed with ZTA DNA inh = 7; AHR activator = 28; RPL19A-GFP yeast = 106; proCasp7 act = 11; EBNA-1 inhibitor = -7; LAP4 TOR yeast = 103; procasp3 activ = -1; MEP2-GFP yeast = 108

Continued:
SMILES	ZTA DNA inh	AHR activator	RPL19A-GFP yeast	proCasp7 act	EBNA-1 inhibitor	LAP4 TOR yeast	procasp3 activ	MEP2-GFP yeast
COc1cccc(NC(=O)COC(=O)c2ccccc2C(=O)N2CCN(c3ccccc3)CC2)c1	3	10	101	6	4	114	-4	115
CCOc1ccc(-n2c(C)nc3cc(C(=O)NCc4ccc5c(c4)OCO5)ccc32)cc1	-3	3	101	8	-15	89	-1	100
O=C(COC(=O)c1ccccc1NC(=O)c1ccco1)Nc1ccc2c(c1)OC(F)(F)O2	-17	0	97	5	-7	104	-11	104
C=CCN(c1ccccc1)S(=O)(=O)c1cccc(C(=O)N2CCN(c3ncccn3)CC2)c1	-10	1	95	-2	/	97	-3	98
C#CCOCCOCCOCCNc1nc(N2CCN(C(=O)[C@H](CCCCN)n3cc([C@@H](N)CO)nn3)CC2)nc(N2CCN(C(=O)[C@H](CCCCN)n3cc([C@@H](N)CC(C)C)nn3)CC2)n1	/	0	93	0	/	90	6	96
Cc1ccc(S(=O)(=O)N2CCN(C(=O)CSc3nnnn3C)CC2)c(C)c1	9	0	94	7	-2	106	5	71
O=C(CNC(=O)c1cccc([N+](=O)[O-])c1)OCCCC(=O)c1ccc(F)cc1	/	-1	100	2	/	114	1	110
COc1ccc(OCc2cc(C(=O)NCCCc3ccccc3)no2)c(Cl)c1	-12	-3	101	12	-9	96	1	100
CCCn1c(N)c(N(CCOC)C(=O)C2CCCC2)c(=O)[nH]c1=O	-17	-2	?	2	/	?	3	?
CCOc1ccc(N2C(=O)CN=C2Nc2ccccc2Cl)cc1	18	0	93	-2	9	88	6	89
CN(C)C(=O)COC(=O)c1ccccc1NC(=O)c1ccco1	-15	0	97	4	-3	108	5	93
CN(C)/C(=N\S(=O)(=O)c1ccc(Cl)cc1)c1ccc(F)cc1	14	0	105	5	15	86	-3	104
O=C(NCc1ccc2c(c1)OCO2)C12CN(Cc3ccccc3)CC1C(c1cccc([N+](=O)[O-])c1)=NO2 (stereo unspecified)	11	2	96	-6	174*	88	3	96
COc1ccc(OC)c(S(=O)(=O)Nc2ccccc2SC)c1	-5	3	100	10	-3	90	3	100
O=C(CCC1CCCN(C(=O)c2ccc(F)c(F)c2)C1)N1CCN(c2ccccn2)CC1 (stereo unspecified)	-10	-1	98	11	2	92	-4	91
C[C@@H]1CC=C[C@H]2[C@H]1C(=O)N(Cc1ccccc1)[C@H]2c1ccc(F)c(-c2ccc(N(C)C)cc2)c1	-9	4	102	-1	-4	96	7	103
CC1CCCCN1C(=O)NC1CC(=O)N(c2ccc3c(c2)OCCO3)C1 (stereo unspecified)	-2	-1	102	8	1	110	4	102
O=C(Nc1ccc(Cl)c(C(F)(F)F)c1)C(=O)N1CCCCC1	-1	8	105	2	-4	91	13	96
CCN(CC)S(=O)(=O)c1ccc(NC(=O)Cn2c(=O)sc3ccccc32)cc1	3	7	99	-1	-7	102	4	102
O=C(NC1CC1)C1=C[C@H](c2coc3ccccc3c2=O)C[C@H](OCc2ccc(CO)cc2)O1	-3	20	/	3	14	/	-4	/
CC(C)(C)OC(=O)N1CCC(NC(=O)c2nc[nH]c2C(=O)NCc2ccccc2)CC1	1	7	98	4	/	104	1	99
C=CCN(c1cccc(C(F)(F)F)c1)S(=O)(=O)c1cccc(C(=O)OCC(=O)NC(N)=O)c1	-8	0	102	-2	-2	101	-8	106
Cc1ccc(-c2noc(CNS(=O)(=O)c3ccccc3)n2)cc1	-1	2	99	11	2	111	4	105
COc1ccc(S(=O)(=O)N/N=C(/C)c2ccc(C)o2)cc1	-2	3	86	-6	-6	98	-1	90
CC1(c2cccc(Br)c2)NC(=O)N(CC(=O)Nc2ccc3c(c2)OCO3)C1=O (stereo unspecified)	18	1	96	11	/	92	3	92
O=C(Nc1ccccc1F)C1CCN(C(=O)NC2CCCCC2)CC1	-1	1	104	3	2	99	10	101
